# Screening results deposited in PubChem BioAssay by several laboratories.
# HIF activator: HIF pathway transcriptional activators, primary screen, cell-based, U2OS HRE-luciferase, luminescence; hit rate 0.32% among 300,000; AID 1910, 2009; U2OS HRE-luciferase reporter; normalized: DMSO 0%, desferrioxamine 100%; activation, % at 7.5 µM (by protocol);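 active = mean activation of at least 10% of the iron chelator positive control signal, with at least half of replicates also reaching 10%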
# TRPC6 act: mouse TRPC6 channel activators, primary screen, cell-based, HEK293, membrane potential dye. Short transient receptor potential channel 6 (Mus musculus), Q61143. HEK293-TRPC6 membrane potential dye fluorescence; hits give high values. B-score at 10 µM. hit rate 0.13% among 310,000;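 active = B-score of the integrated fluorescence ratio above library mean plus 3 SD, and starting fluorescence ratio within library mean plus 5 SD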;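 note: higher score means more depolarization so channel activation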
# Target sequence (Q61143 whole entry, looked up): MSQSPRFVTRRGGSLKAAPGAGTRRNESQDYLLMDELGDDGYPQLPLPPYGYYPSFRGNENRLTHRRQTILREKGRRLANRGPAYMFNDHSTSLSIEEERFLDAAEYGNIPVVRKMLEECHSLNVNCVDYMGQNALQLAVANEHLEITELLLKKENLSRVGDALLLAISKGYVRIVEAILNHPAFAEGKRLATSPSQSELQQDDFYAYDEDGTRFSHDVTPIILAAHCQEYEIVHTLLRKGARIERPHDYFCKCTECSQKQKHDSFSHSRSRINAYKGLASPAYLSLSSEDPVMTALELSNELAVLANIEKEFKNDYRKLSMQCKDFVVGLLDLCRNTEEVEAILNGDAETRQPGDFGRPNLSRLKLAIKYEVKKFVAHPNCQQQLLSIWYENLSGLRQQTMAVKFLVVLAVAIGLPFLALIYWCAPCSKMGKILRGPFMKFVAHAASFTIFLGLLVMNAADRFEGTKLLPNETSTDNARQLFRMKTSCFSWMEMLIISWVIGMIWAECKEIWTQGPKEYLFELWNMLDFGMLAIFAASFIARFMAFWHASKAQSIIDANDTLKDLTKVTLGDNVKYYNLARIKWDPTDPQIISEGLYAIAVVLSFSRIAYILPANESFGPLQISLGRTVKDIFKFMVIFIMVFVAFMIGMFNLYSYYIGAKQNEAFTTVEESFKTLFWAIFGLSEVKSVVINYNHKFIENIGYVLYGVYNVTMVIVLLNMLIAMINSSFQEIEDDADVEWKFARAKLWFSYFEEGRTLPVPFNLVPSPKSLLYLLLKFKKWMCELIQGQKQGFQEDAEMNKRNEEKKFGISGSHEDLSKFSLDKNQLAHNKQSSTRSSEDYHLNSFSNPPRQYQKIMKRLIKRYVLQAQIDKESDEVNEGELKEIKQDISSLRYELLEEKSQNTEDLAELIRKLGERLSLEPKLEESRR
# TRPC4 block: inhibitors of mouse TRPC4 channel, primary screen, Fluo4 calcium, HEK293 TRPC4beta/mu-opioid cells; B-score at 10 µM; hit rate 0.39% among 300,000; AID 2247, 2010; DAMGO-evoked Fluo4 calcium flux; hits give low values;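 active = B-score over 3 SD under the library average, no early fluorescence shift, positive overall ratio signal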
#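 Material: HEK293 cells with stable TRPC4beta plus mu-opioid receptor expression; probe or stimulus: DAMGO in two steps, submaximal then maximal; technique: Fluo4 calcium fluorescence by kinetic imaging, 5 s 1 Hz baseline; measure: integrated fluorescence ratio relative to baseline, converted to per-well B score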
# TRPC4 PAM: positive allosteric modulators of TRPC4, primary screen, cell-based, mouse TRPC4beta, HEK293 mu-opioid, Fluo-4 calcium; hit rate 0.42% among 310,000; Short transient receptor potential channel 4 (Mus musculus), Q9QUQ5; AID 2227, 2009; DAMGO EC20, Fluo-4 Ca2+ flux; hits give high values; B-score at 10 µM;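 active = B-score of calcium response area above 5 SD of library B-scores, with initial fluorescence ratio within 5 SD of library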;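 note: B-score of integrated fluorescence ratio over time as area under calcium response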
# MrgX1 PAM: positive allosteric modulators of MrgX1, primary screen, HEK293 cells, Fluo-4 calcium flux; B-score at 10 µM; FDSS; hits give high values; hit rate 0.63% among 310,000; Mas-related G-protein coupled receptor member X1 (Homo sapiens), Q96LB2; AID 588675, 2011;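 active = plate-corrected calcium response at least 3 library SD above typical, normal starting fluorescence, not activating the receptor alone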;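 note: compound read alongside a low EC10 to EC30 dose of BAM8-22 agonist; peak minus trough fluorescence over baseline measured at the second addition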
# PolyA inh: polyadenylation inhibitors in yeast reporter cells, primary screen, luminescence, S. cerevisiae; hit rate 0.02% among 300,000; calls only at 12 µM; S. cerevisiae SKY197-pL101 polyadenylation reporter, beta-gal luminescence; efflux-impaired pdr1/pdr3 knockout yeast; score 100 = 6 SD above DMSO;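 active = lowest replicate activity score at least 50, where 100 means six control SD above control mean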;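 note: yeast exposed to compound for 9 h at 30 °C; higher score means more reporter readthrough which indicates perturbed polyadenylation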
# TRPC4 act: activators of mouse TRPC4 channel, primary screen, Fluo4 calcium, HEK293 TRPC4beta/mu-opioid cells; Short transient receptor potential channel 4 (Mus musculus), Q9QUQ5; Fluo4 calcium fluorescence; hits give high values; B-score at 10 µM; hit rate 0.49% among 310,000; AID 2237, 2010;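 active = B-score above 5 SD of library B-scores, and initial fluorescence ratio not above library mean plus 5 SD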;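 note: positive B-score marks a calcium rise read as TRPC4 activation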
#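 Assay system: HEK293 cells stably co-expressing mouse TRPC4beta and mu-opioid receptor / Timing: Fluo4 dye loading 45 min at room temperature, 110 s recording / Signal: Fluo4 calcium-sensitive dye fluorescence, kinetic, 1 Hz baseline / Read-out: integrated baseline-normalised fluorescence ratio, converted to per-well B score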
# TRPC6 inhibitor: mouse TRPC6 channel inhibitors, primary screen, cell-based, HEK293, membrane potential dye; Short transient receptor potential channel 6 (Mus musculus), Q61143; B-score at 10 µM; AID 2553, 2010; hit rate 1.1% among 310,000; ACh-evoked depolarization; hits give low values;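 active = B-score under library mean minus 3 SD, initial fluorescence not abnormally high, positive integrated signal ratio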;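 note: B-score derived from integrated fluorescence ratio over the kinetic read; more negative B-score means stronger inhibition of depolarization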
# MrgX1 agonist: agonists of human MrgX1 receptor, primary screen, HEK293 cells, Fluo-4 calcium flux | Fluo-4 calcium fluorescence, agonist mode; hits give high values | B-score at 10 µM | hit rate 0.44% among 310,000 | AID 588627, 2011;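 active = calcium response B-score plate-corrected fluorescence ratio at least 3 library SD, with starting fluorescence B-score inside 5 SD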
#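 Assay system: stable human MrgX1 HEK293 cell line. Quantity: 15,000 cells per well. Schedule: cells plated overnight, dye loaded 0.5 h 37 °C, 0.5 h room temperature. Detection: Fluo-4 NW calcium-flux fluorescence, kinetic read. Read-out basis: peak-minus-minimum fluorescence over baseline, converted to B scores. Control set: positive and negative control wells on each plate.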
# MrgX1 antag: antagonists of human MrgX1 receptor, primary screen, HEK293 cells, Fluo-4 calcium flux; hit rate 1.3% among 310,000; AID 588676, 2011; B-score at 10 µM; Mas-related G-protein coupled receptor member X1 (Homo sapiens), Q96LB2; BAM8-22 antagonism; hits give low values;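 active = calcium-response B-score plate-corrected more than 3 library SD below zero, starting fluorescence within 5 deviations, no agonist response on first addition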;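 note: peak minus trough fluorescence over baseline after final BAM8-22 challenge near maximal dose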
# AI-2 QS modul: Vibrio harveyi AI-2 quorum sensing modulators, primary screen, JMH597 strain, luminescence/OD600 ratio; hit rate 0.4% among 300,000; AID 2094, 2009; Vibrio harveyi JMH597 AI-2 luminescence/OD600 ratio, 9 h; hits give low values; strain lacks LuxN and CqsS sensors; 0 = neutral-control median; activity change, % at 7.5 µM; in the data active = activity change below about -75%, passing the limit was not always enough;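 note: luminescence divided by OD600 gain over 9 h not by final OD600 alone; inactives centre near 13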
# * = called active by the depositor; i = inactive; nt = not tested or not shown.
SMILES,HIF activator,TRPC6 act,TRPC4 block,TRPC4 PAM,MrgX1 PAM,PolyA inh,TRPC4 act,TRPC6 inhibitor,MrgX1 agonist,MrgX1 antag,AI-2 QS modul
COc1ccc(S(=O)(=O)NCC(c2ccc3c(c2)OCO3)N2CCN(C)CC2)cc1OC (configuration not stated),0.1,i,i,i,i,i,i,i,i,i,21.9
O=C(COc1ccc2c3c(c(=O)oc2c1)CCCC3)N1C[C@H]2C[C@@H](C1)c1cccc(=O)n1C2,0.0,i,i,i,i,i,i,i,i,i,15.6
Cc1ccc(OCc2nc3ccccc3[nH]2)cc1,0.3,i,i,i,i,i,i,i,i,i,14.8
CC1CSc2n(-c3cccc(C(F)(F)F)c3)cc(-c3ccccc3)[n+]21 (configuration not stated),0.4,i,i,i,i,i,i,i,i,i,-10.7
CCn1cc2c(c1-c1cccc(C)c1)c(=O)n(C)c(=O)n2C,-0.3,i,i,i,i,i,i,i,i,i,26.7
Cc1c(C(=O)Nc2cccc3cccnc23)oc2ccccc12,1.2,i,i,i,i,i,i,i,i,i,6.4
CCCCCc1cc(=O)oc2c(C(CCN3CCCCC3)c3ccc4c(c3)OCO4)c(OC)cc(OC)c12 (configuration not stated),-0.5,i,i,i,i,nt,i,i,i,i,27.0
Cc1nn(CC(=O)NCCCN2CC(C)CC(C)C2)c(=O)c2cccn12 (configuration not stated),-0.4,i,i,i,i,i,i,i,i,i,14.0
O=C(CNS(=O)(=O)c1ccc(Br)s1)Nc1ccc2c(c1)OCCO2,0.3,i,i,i,i,i,i,i,i,i,19.9
c1ccc(-n2c(Cc3cn4ccsc4n3)nnc2N2CCOCC2)cc1,-0.3,i,i,i,i,i,i,i,i,i,22.3
COc1ccc(CNC(=O)COC(=O)c2ccccc2C(=O)c2ccccc2)cc1,-0.3,i,i,i,i,i,i,i,i,i,13.0
CC(Oc1ccccc1F)C(=O)/C=C/N(C)C (configuration not stated),0.4,i,i,i,i,i,i,i,i,i,7.0
COc1cccc(C(=O)N/N=C/c2cn[nH]c2-c2ccc(OC)cc2OC)c1,-0.2,i,i,i,i,i,i,i,i,i,5.0
CC(=O)Nc1ccc(S(=O)(=O)Nc2ccc3c(c2)OCCO3)cc1Cl,-0.1,i,i,i,i,i,i,i,i,i,-97.4*
Cc1cccc(NC(=O)c2cccs2)n1,1.5,i,i,i,i,i,i,i,i,i,19.3
Nc1ncnc(Nc2c(F)cccc2F)n1,0.4,i,i,i,i,i,i,i,i,i,-1.0
Cc1cccc(Cc2nnc(CCC(=O)NCc3ccncc3C)o2)c1,0.2,i,i,i,i,i,i,i,i,i,10.8
Cc1nc2[nH]c(=O)c3c(n2n1)NC1=C(C(=O)CC(C)(C)C1)C3c1ccc(F)cc1 (configuration not stated),-0.2,i,i,i,i,i,i,i,i,i,14.9
NNC(=S)NC1CCS(=O)(=O)C1 (configuration not stated),0.1,i,i,i,i,i,i,i,i,i,15.4
CCCCC(=O)NS(=O)(=O)c1ccc(N=NN2CCCCC2)cc1,0.3,i,i,i,i,i,i,i,i,i,23.3
Cc1ccc(CNc2nc(-c3cccs3)nc3ccccc23)cc1,-0.1,i,i,i,i,i,i,i,i,i,18.7
O=C(NC(=O)N1CCN(C(c2ccccc2)c2ccccc2)CC1)c1ccccc1,0.4,i,i,i,i,i,i,i,i,i,18.9
O=C(NC(Cc1ccccc1)c1nc2ccccc2[nH]1)C1CC(=O)N(c2ccc3c(c2)OCCO3)C1 (configuration not stated),-2.0,i,i,i,i,i,i,i,i,i,1.7
CC(/C=C/c1ccccc1)=N\NC(=O)c1cc(C)[nH]n1,0.0,i,i,i,i,i,i,i,i,i,6.6
O=C(CN1C(=O)NC2(CCCC2)C1=O)Nc1ccccc1,-0.2,i,i,i,i,i,i,i,i,i,17.5
Cc1cccc(N2C(=O)CC(N3CCN(Cc4ccc5c(c4)OCO5)CC3)C2=O)c1 (configuration not stated),-2.2,i,i,i,i,i,i,i,i,i,17.3
Cc1ccccc1Nc1nnc(SCC(=O)NC2CCCc3ccccc32)s1 (configuration not stated),-0.1,i,i,i,i,i,i,i,i,i,18.1
CC1=Nc2ccccc2/C1=C\c1nc(-c2ccc(C(F)(F)F)cc2)oc1O,0.3,i,i,i,i,i,i,i,i,i,13.8
CCOc1ccc(-c2c(=O)n(OCc3nc4ccccc4[nH]3)c3ccccc3[n+]2[O-])cc1,3.0,i,i,i,i,i,i,i,i,i,12.7
CCOC(=O)c1ccccc1NC(=O)COC(=O)C1CCCC1,-1.2,14.1*,i,i,i,i,i,-8.1*,i,i,4.6
O=C(C1CCCC1)N1CCC(CC2CC(c3ccc(Cl)cc3)=NO2)(C(=O)NCC2CCCCC2)CC1 (configuration not stated),-0.5,i,i,i,i,i,i,i,i,i,30.0
Cc1ccc(C)c(OCCOCCN2CC(C)OC(C)C2)c1C (configuration not stated),-0.1,i,i,i,i,i,i,i,i,i,23.2
CC(C)CC(=O)Nc1ccccc1N1CCN(c2ccc(F)cc2)CC1,-0.1,i,i,i,i,i,i,i,i,i,20.0
CCCN(CCC)C(=O)CSc1nc2c(sc(=S)n2-c2ccc(OCC)cc2)c(=O)[nH]1,0.2,i,i,i,i,i,i,i,i,i,23.0
Cn1cccc1C(=O)/C(C#N)=C/c1ccc(F)cc1,2.3,i,i,i,i,i,i,i,35.1*,i,0.2
CC(C)CSc1nc2ccccc2c(=O)[nH]1,0.0,i,i,i,i,i,i,i,i,i,17.9
O=C(Nc1ccccc1)N1CCc2scc[n+]2-c2ccccc21,0.0,i,i,i,i,i,i,i,i,i,31.9
COc1ccc(-c2onc(C)c2-c2cnn(-c3ccccc3)c2)c(O)c1,-0.1,i,i,i,i,i,i,i,i,i,8.1
CC(=O)c1ccc(NC(=O)c2cc(=O)[nH]c3ccccc23)cc1,0.2,i,i,i,i,i,i,i,i,i,nt
Cc1cccc(NC(=O)c2cccc3c2C(=O)c2ccccc2-3)c1,0.0,i,i,i,i,i,i,i,i,i,5.0
CCCc1nc2c(sc3nc4c(cc32)COC(C)(C)C4)c(=O)n1Cc1ccco1,nt,i,i,i,i,i,i,i,i,i,4.7
Cc1c(NC(=O)c2cccc(-c3cc4ccccc4oc3=O)c2)cccc1-c1nc2ncccc2o1,0.8,i,i,i,i,i,i,i,i,i,13.5
COc1cc(CNc2ccccc2SC)ccc1O,-0.1,i,i,i,i,i,i,i,i,i,7.5
CC(C)OC(=O)CC(=O)CSc1nc2c(c(-c3cccs3)c1C#N)CCC2,0.1,i,i,i,i,i,i,i,i,i,-7.1
COc1cccc(NC(=O)CN2CCN(CC(=O)Nc3ccccc3Cl)CC2)c1,0.8,i,i,i,i,i,i,i,i,i,9.7
O=c1c2c3c(sc2ncn1Cc1ccc(F)cc1)CCC3,0.3,i,i,i,i,i,i,i,i,i,6.4
CCOC(=O)c1ccc(NC(=O)CSCc2ccco2)cc1,0.5,i,i,i,i,i,i,i,i,i,45.9
CC(C)C[C@@H](CO)N1CCN(Cc2ccc([N+](=O)[O-])cc2)CCC1=O,-0.9,i,i,i,i,i,i,i,i,i,17.0
C=CCN=C1SC(C)(C)C(=O)N1S(=O)(=O)c1ccc(C)cc1,-0.2,i,i,i,i,i,i,i,i,i,16.1
CN(C)c1cc(-c2cccc(C(F)(F)F)c2)oc(=O)c1Cl,-0.6,i,i,i,i,i,i,i,i,i,30.2
Cc1cccc(OCc2nnc(SCC(=O)N3c4ccccc4CCc4ccccc43)o2)c1,0.4,i,i,i,i,i,i,i,i,i,26.2
CC(C)CNS(=O)(=O)c1cc(C(=O)OCC(=O)c2ccc3c(c2)OCCO3)c(Cl)cc1Cl,-0.2,i,i,i,i,i,i,i,i,i,8.4
CC(C)[C@H](NC(=O)N1c2ccccc2NC(=O)[C@@H]1C(C)C)C(=O)N[C@@H](Cc1ccccc1)C(=O)O,0.0,i,i,i,i,nt,i,i,i,i,25.0
COc1ccc(-c2nc(C#N)c(N3CCN(c4ccccc4)CC3)o2)cc1,0.0,i,i,i,i,i,i,i,i,i,0.8
O=C1CS/C(=N/N=C/c2ccccc2)N1Cc1ccco1,1.1,i,i,i,i,i,i,i,i,i,40.3
O=c1[nH]cnc2c1C(c1ccc(Cl)cc1)c1c(nc[nH]c1=O)O2,0.4,i,i,i,i,i,i,i,i,i,-8.6
O=C(CSc1nnc(-c2ccc(S(=O)(=O)N3CCCC3)cc2)o1)NCC1CCCO1 (configuration not stated),-0.2,i,i,i,i,i,i,i,i,i,-48.4
CC1(C)CC(NC(=O)COc2ccc3ccccc3c2)CC(C)(C)N1,0.2,i,i,i,i,i,i,i,i,i,3.6
Cn1cc(C(=O)c2ccc(Cl)cc2)cc1-c1nc2ccccc2n1C,-1.3,i,i,i,i,i,i,i,i,i,6.8
Cc1c(C(=O)Nc2nnc(C(F)(F)F)s2)oc2ccccc12,0.3,i,i,i,i,i,i,i,i,i,8.0
COc1ccc(CCN2C(=O)C3CC(C)=C(C)CC3C2=O)cc1OC (configuration not stated),0.1,i,i,i,i,i,i,i,i,i,0.5

# Some of the compounds tested; the hit share may differ from the screen's.
